Screening data (PubChem)
IDH1 R132H inh = blocks human IDH1 R132H reductase activity. diaphorase/resazurin fluorescence, 60 min. inhibition, % at 10 µM. 70,000 compounds, 0.18% hits. AID 624101; in the data active means inhibition above about 34%;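 further: 0% = DMSO and 100% = no enzyme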
EZH2 inh = EZH2 (human) methyltransferase inhibition; PRC2 H3K27 methylation, DELFIA TRF, 1 h; inhibition, % at 12.5 µM; 57,000 compounds, 0.35% hits; AID 651548;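 active means mean inhibition of replicates at least 50% and every single replicate also reaching 50%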;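 further: dimethyl H3K27 on biotinylated H3 21-44 peptide detected by antibody; plate controls were median neutral control wells for no effect and median positive control wells for full effect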
Target sequence (Q15910 whole entry, looked up): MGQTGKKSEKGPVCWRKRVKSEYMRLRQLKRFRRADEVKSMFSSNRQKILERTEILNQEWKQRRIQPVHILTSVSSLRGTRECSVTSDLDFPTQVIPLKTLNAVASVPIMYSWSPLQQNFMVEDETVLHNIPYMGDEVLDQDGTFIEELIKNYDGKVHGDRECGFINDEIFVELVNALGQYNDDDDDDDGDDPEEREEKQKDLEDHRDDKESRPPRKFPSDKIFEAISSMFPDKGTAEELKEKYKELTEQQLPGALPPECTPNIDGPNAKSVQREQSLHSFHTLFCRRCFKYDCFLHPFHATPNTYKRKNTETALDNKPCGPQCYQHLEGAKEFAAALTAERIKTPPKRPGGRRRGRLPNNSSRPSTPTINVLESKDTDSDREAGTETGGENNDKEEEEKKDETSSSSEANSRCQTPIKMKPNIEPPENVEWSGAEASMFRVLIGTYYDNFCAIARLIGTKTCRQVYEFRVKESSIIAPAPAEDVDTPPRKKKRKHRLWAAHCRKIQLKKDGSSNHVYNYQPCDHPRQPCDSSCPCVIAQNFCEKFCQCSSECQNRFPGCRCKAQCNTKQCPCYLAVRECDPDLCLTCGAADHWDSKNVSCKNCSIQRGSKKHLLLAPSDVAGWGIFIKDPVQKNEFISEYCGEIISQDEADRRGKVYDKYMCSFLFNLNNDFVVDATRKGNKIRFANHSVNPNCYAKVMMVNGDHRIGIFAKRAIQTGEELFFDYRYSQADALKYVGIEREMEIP
An asterisk follows results filed as active; · = no result given. Some of the compounds tested, so the mix of outcomes need not match the whole.

SMILES | IDH1 R132H inh | EZH2 inh
NC(=O)NCC#Cc1ccc2c(c1)[C@]1(C(=O)N2)[C@H](C(=O)O)[C@H]2C(=O)O[C@H](c3ccccc3)[C@H](c3ccccc3)N2[C@@H]1c1ccccc1OCCO | 0.4 | 26
C[C@@H]1CN([C@@H](C)CO)C(=O)c2cc(C#CC3CC3)cnc2O[C@@H]1CN(C)C(=O)Nc1ccc(F)cc1 | -6.6 | -8
C[C@@H]1CN([C@H](C)CO)C(=O)Cc2cc(NS(=O)(=O)c3cccs3)ccc2O[C@@H]1CN(C)Cc1ccc2c(c1)OCO2 | 1.0 | ·
CO[C@H]1CN(C)C(=O)c2cc(NC(=O)c3cnccn3)ccc2OC[C@@H](C)N(C(=O)C2CC2)C[C@@H]1C | 0.2 | 3
Cc1ccc(S(=O)(=O)Nc2ccc3c(c2)C(=O)N([C@H](C)CO)C[C@H](C)[C@@H](CN(C)C(=O)CCC(F)(F)F)OCCCC[C@H](C)O3)cc1 | -1.3 | ·
CC(C)n1c(C(F)(F)F)nc2cc(C(=O)N3CCOCC3)ccc21 | 0.4 | -39
COc1ccc(S(=O)(=O)Nc2ccc3c(c2)C(=O)N([C@@H](C)CO)C[C@H](C)[C@H](CN(C)S(=O)(=O)c2cccs2)OCCCC[C@H](C)O3)cc1 | -7.9 | ·
C[C@H]1CN([C@@H](C)CO)C(=O)Cc2cc(NC(=O)C3CCCCC3)ccc2O[C@@H]1CN(C)C(=O)Nc1ccccc1 | 0.9 | -2
CC(C)C#Cc1ccc2c(c1)O[C@@H](CN(C)C(=O)Nc1ccccc1)[C@@H](C)CN([C@H](C)CO)S2(=O)=O | · | -18
C[C@H]1CN([C@@H](C)CO)C(=O)c2cccc(NC(=O)NC3CCCCC3)c2O[C@H]1CN(C)Cc1ccc(C(=O)O)cc1 | 3.1 | -4
O=C(N[C@H]1CC[C@H](CCNS(=O)(=O)Cc2ccccc2)O[C@H]1CO)c1cnccn1 | 0.0 | -1
C[C@@H]1CN([C@@H](C)CO)S(=O)(=O)c2ccc(Br)cc2O[C@H]1CN(C)Cc1ccccc1 | 0.0 | ·
CS(=O)(=O)N(CC(=O)Nc1ccc(Br)cc1)c1ccc(Cl)c(C(F)(F)F)c1 | -0.4 | -3
Cc1noc(C)c1NC(=O)N(C)C[C@H]1Oc2ccc(NC(=O)Nc3ccc4c(c3)OCO4)cc2C(=O)N([C@H](C)CO)C[C@@H]1C | -1.6 | ·
C[C@H](CO)N1C[C@H](C)[C@@H](CN(C)CC2CC2)Oc2ccc(NC(=O)Cc3cn(C)c4ccccc34)cc2CC1=O | -27 | ·
COc1ccc(CN(C)C[C@@H]2OCCCC[C@@H](C)Oc3ccc(NS(=O)(=O)c4ccccc4)cc3C(=O)N([C@H](C)CO)C[C@H]2C)cc1 | -0.3 | ·
Cc1noc(C)c1S(=O)(=O)Nc1ccc2c(c1)CC(=O)N([C@H](C)CO)C[C@H](C)[C@H](CN(C)C(=O)Nc1ccc(F)cc1)O2 | 0.8 | ·
Clc1ccc2c(c1)N=C(N1CCNCC1)c1ccccc1N2 | 1.0 | -17
COc1ccc(NC(=O)N(C)C[C@H]2Oc3ccc(NC(=O)Nc4ccccc4)cc3C(=O)N([C@@H](C)CO)C[C@@H]2C)cc1 | 0.2 | 2
CC(C)NC(=O)Nc1ccc2c(c1)C(=O)N([C@H](C)CO)C[C@@H](C)[C@H](CN(C)C(=O)Nc1ccc(C(F)(F)F)cc1)OCCCC[C@H](C)O2 | 4.5 | ·
C[C@@H]1CN([C@@H](C)CO)C(=O)Cc2cc(N(C)C)ccc2O[C@H]1CN(C)CC1CC1 | -0.8 | 2
CC(C)NC(=O)Nc1ccc2c(c1)CC(=O)N([C@H](C)CO)C[C@H](C)[C@@H](CN(C)C(=O)Nc1ccccc1)O2 | -0.1 | 0
C[C@H]1CN([C@@H](C)CO)C(=O)c2cccc(NC(=O)Nc3ccc4c(c3)OCO4)c2O[C@@H]1CN(C)C(=O)Nc1ccccc1 | -1.2 | ·
Cc1ccc(S(=O)(=O)NC(C)C(=O)Nc2ccc(C)c(Cl)c2)cc1 (stereo unspecified) | 0.1 | -4
O=C(O)CCCC(=O)Nc1cccc2ccccc12 | 0.3 | -22

Grouped by structure: the entries above containing a thiophene ring, fused or not.
SMILES | IDH1 R132H inh | EZH2 inh
C[C@@H]1CN([C@H](C)CO)C(=O)Cc2cc(NS(=O)(=O)c3cccs3)ccc2O[C@@H]1CN(C)Cc1ccc2c(c1)OCO2 | 1.0 | ·
COc1ccc(S(=O)(=O)Nc2ccc3c(c2)C(=O)N([C@@H](C)CO)C[C@H](C)[C@H](CN(C)S(=O)(=O)c2cccs2)OCCCC[C@H](C)O3)cc1 | -7.9 | ·

(next part)
SMILES | IDH1 R132H inh | EZH2 inh
CO[C@@H](CN(C)C(=O)Nc1ccc(F)cc1)[C@@H](C)CN(Cc1ccccc1Cl)[C@H](C)CO | -0.6 | -3
C[C@@H](NC(=O)C[C@H]1C=C[C@H](NC(=O)C2CC2)[C@@H](CO)O1)c1ccccc1 | 0.1 | -1
C[C@@H]1CN([C@H](C)CO)C(=O)Cc2cc(NC(=O)c3ccncc3)ccc2O[C@H]1CN(C)Cc1ccc(C(=O)O)cc1 | 0.2 | ·
COCCCNC(=O)[C@]1(Cc2ccccc2CN=[N+]=[N-])N=C(c2ccc(OCCCO)cc2)O[C@@H]1c1ccccc1 | · | 6
CO[C@H]1CN(C)C(=O)c2cc(NC(=O)Nc3ccc(F)cc3)ccc2OC[C@@H](C)NC[C@@H]1C | -0.1 | 17
CCCN(C)C[C@H]1OCCCC[C@H](C)Oc2ccc(NS(C)(=O)=O)cc2C(=O)N([C@H](C)CO)C[C@H]1C | 1.4 | 6
CO[C@@H]1CN(C)C(=O)c2cc(NS(=O)(=O)c3c(C)noc3C)ccc2OC[C@H](C)NC[C@@H]1C | 0.0 | 2
CN1CCN(c2ccccc2NC(=O)COc2ccc(Cl)cc2)CC1 | 0.2 | -17
COc1ccc(NC(=O)N(C)C[C@@H]2OCc3cn(nn3)CCCC(=O)N([C@H](C)CO)C[C@@H]2C)cc1 | · | -4
C[C@@H]1CN([C@@H](C)CO)C(=O)c2cccc(NS(=O)(=O)c3ccc(F)cc3)c2O[C@H]1CN(C)C(=O)Nc1ccccc1 | 1.2 | ·
C[C@@H]1CN([C@H](C)CO)C(=O)c2cccc(NC(=O)Nc3ccccc3)c2O[C@H]1CN(C)C(=O)Nc1cccc2ccccc12 | -3.1 | -66
O=C(NCC[C@H]1CC[C@H](NC(=O)C2CCC2)[C@H](CO)O1)c1cnccn1 | 0.1 | 5
COc1ccc(-c2ccc3c(c2)O[C@H](CN(C)C(=O)Nc2ccccc2F)[C@H](C)CN([C@@H](C)CO)S3(=O)=O)cc1 | 0.3 | 2
Cc1ccc(S(=O)(=O)N[C@H]2CC[C@H](CCNC(=O)C3CC3)O[C@@H]2CO)cc1 | -0.1 | -6
Cc1ccc(C(O)(CO)CO)c(O)c1 | -0.1 | ·
COc1ccc(S(=O)(=O)Nc2ccc3c(c2)C(=O)N([C@@H](C)CO)C[C@H](C)[C@@H](CN(C)C(=O)CCC(F)(F)F)OCCCC[C@H](C)O3)cc1 | -2.7 | ·
O=C(CCCCC(=O)N/N=C/c1cccc(Br)c1)NO | 0.0 | -5
C[C@@H]1CN([C@@H](C)CO)C(=O)c2cc(NC(=O)CCCCCC(=O)Nc3ccccc3N)ccc2O[C@@H]1CN(C)Cc1ccncc1 | -0.3 | 4
COc1cc(O[C@@H]2O[C@H](COC3OCC(O)C(O)C3O)[C@@H](O)[C@H](O)[C@H]2O)cc(OC)c1OC (stereo partly specified) | 0.3 | 16
CC(C)c1cn(CC[C@H]2CC[C@@H](NS(=O)(=O)Cc3ccccc3)[C@H](CO)O2)nn1 | 0.1 | 4
COc1ccc(CNC(=O)C[C@H]2C[C@@H]3c4cc(NC(=O)NC5CCCC5)ccc4O[C@@H]3[C@@H](CO)O2)cc1 | -0.1 | -6
COc1cccc(S(=O)(=O)N(C)C[C@@H]2Oc3ncc(C#CC(C)C)cc3C(=O)N([C@H](C)CO)C[C@@H]2C)c1 | -4.0 | -3
C[C@@H]1CN([C@H](C)CO)S(=O)(=O)c2ccc(-c3cccnc3)cc2O[C@H]1CN(C)C(=O)CN(C)C | 0.5 | ·
Cc1ccc(S(=O)(=O)NC(=O)NN2CC3CCCC3C2)cc1 (stereo unspecified) | 0.9 | ·
CNC[C@@H]1Oc2c(NC(=O)C3CCOCC3)cccc2C(=O)N([C@@H](C)CO)C[C@H]1C | -2.9 | -2
SMILES | IDH1 R132H inh | EZH2 inh
CN1CCN(C(=O)C[C@H]2C[C@@H]3c4cc(NC(=O)c5ccc6c(c5)OCO6)ccc4O[C@@H]3[C@H](CO)O2)CC1 | -0.4 | -2
CNC[C@H]1Oc2ccc(NC(=O)Nc3ccc(C(F)(F)F)cc3)cc2C(=O)N([C@H](C)CO)C[C@@H]1C | · | 2
O=C(CSc1nc(-c2ccccc2)cc(C(F)(F)F)n1)Nc1ccccc1Cl | 0.5 | 42
COc1ccc(CN(C)C[C@H]2OCCCC[C@H](C)Oc3ccc(NS(=O)(=O)c4ccc(C)cc4)cc3C(=O)N([C@@H](C)CO)C[C@@H]2C)cc1 | -0.5 | ·
COc1ccc(CNC(=O)C[C@@H]2CC[C@@H](NC(=O)Nc3ccc4c(c3)OCO4)[C@@H](CO)O2)cc1 | 0.1 | 4
Cc1noc(C)c1NC(=O)Nc1ccc2c(c1)CC(=O)N([C@@H](C)CO)C[C@@H](C)[C@@H](CN(C)C(=O)NC1CCCCC1)O2 | 2.8 | ·
CC(C)NC(=O)N(C)C[C@@H]1Oc2ncc(-c3cncnc3)cc2C(=O)N([C@H](C)CO)C[C@@H]1C | 0.4 | 7
C[C@@H]1CN([C@H](C)CO)C(=O)Cc2cc(NC(=O)Nc3ccc(F)cc3)ccc2O[C@H]1CN(C)S(=O)(=O)c1ccc(Cl)cc1 | 4.9 | ·
CCCc1cn(CC[C@@H]2CC[C@H](NC(=O)Nc3ccccc3F)[C@@H](CO)O2)nn1 | 0.9 | 3
O=C(CCCCCC(=O)N/N=C/c1cc(Br)cs1)NO | 0.1 | -1
Cc1noc(C)c1NC(=O)N(C)C[C@H]1OCCCC[C@@H](C)Oc2ccc(NS(=O)(=O)c3cn(C)cn3)cc2C(=O)N([C@@H](C)CO)C[C@H]1C | 2.0 | ·
C[C@@H]1CN([C@@H](C)CO)C(=O)c2cc(NC(=O)Nc3ccc(C(F)(F)F)cc3)ccc2O[C@@H](C)CCCCO[C@@H]1CN(C)Cc1ccccc1 | 0.6 | ·
CCS(=O)(=O)N[C@@H]1CC[C@H](CC(=O)NC2Cc3ccccc3C2)O[C@H]1CO | 0.2 | 19
C[C@@H]1CN([C@H](C)CO)C(=O)c2cccc(NC(=O)c3cnccn3)c2O[C@@H]1CN(C)C(=O)Nc1ccc2c(c1)OCO2 | 0.1 | ·
CN(C)CC(=O)Nc1ccc2c(c1)[C@H]1C[C@H](CC(=O)NCc3ccc(Cl)cc3)O[C@H](CO)[C@H]1O2 | 0.1 | 5
CCCNC(=O)N(C)C[C@@H]1Oc2ncc(-c3ccc(C(=O)N(C)C)cc3)cc2C(=O)N([C@H](C)CO)C[C@H]1C | -3.4 | 15
Cc1cc(O)c(C)c2c1Oc1c(C)c(O)cc(C)c1C(=O)O2 | · | -31
CCn1c(SCC(=O)Nc2ccccc2C(F)(F)F)nnc1-c1cccc([N+](=O)[O-])c1 | 0.4 | -4
O=C(C[C@H]1C[C@H]2c3cc(NC(=O)Nc4ccc(F)cc4)ccc3O[C@H]2[C@@H](CO)O1)NC1CCCCC1 | 1.4 | -12
COc1ccc(S(=O)(=O)Nc2ccc3c(c2)C(=O)N([C@@H](C)CO)C[C@H](C)[C@@H](CN(C)C(=O)Nc2ccc(C(F)(F)F)cc2)OCCCC[C@@H](C)O3)cc1 | 0.2 | ·
C[C@H](CO)N1C[C@H](C)[C@H](CN(C)C(=O)C2CCCCC2)Oc2ncc(C#Cc3ccccc3F)cc2C1=O | · | -9
C[C@H]1CN([C@@H](C)CO)C(=O)Cc2cc(NS(C)(=O)=O)ccc2O[C@H]1CN(C)S(=O)(=O)c1cn(C)cn1 | 0.7 | ·
C[C@@H]1CN([C@@H](C)CO)S(=O)(=O)c2ccc(-c3ccccc3)cc2O[C@H]1CN(C)Cc1ccccc1 | 2.6 | 27
CCC(=O)Nc1ccc2c(c1)C(=O)N(C)C[C@H](OC)[C@@H](C)CN(Cc1ccccc1)[C@H](C)CO2 | 0.3 | -2
COc1ccc(NC(=O)Nc2ccc3c(c2)C(=O)N([C@@H](C)CO)C[C@H](C)[C@@H](CN(C)Cc2ccc4c(c2)OCO4)OCCCC[C@@H](C)O3)cc1 | 6.6 | ·
CC(=O)Nc1nccc(-c2cc(-c3cccc(C(F)(F)F)c3)no2)n1 | -0.1 | -1

For convenience, 6 of the compounds above.
SMILES | IDH1 R132H inh | EZH2 inh
C[C@H](CO)N1C[C@H](C)[C@H](CN(C)C(=O)C2CCCCC2)Oc2ncc(C#Cc3ccccc3F)cc2C1=O | · | -9
C[C@H]1CN([C@@H](C)CO)C(=O)Cc2cc(NS(C)(=O)=O)ccc2O[C@H]1CN(C)S(=O)(=O)c1cn(C)cn1 | 0.7 | ·
C[C@@H]1CN([C@@H](C)CO)S(=O)(=O)c2ccc(-c3ccccc3)cc2O[C@H]1CN(C)Cc1ccccc1 | 2.6 | 27
CCC(=O)Nc1ccc2c(c1)C(=O)N(C)C[C@H](OC)[C@@H](C)CN(Cc1ccccc1)[C@H](C)CO2 | 0.3 | -2
COc1ccc(NC(=O)Nc2ccc3c(c2)C(=O)N([C@@H](C)CO)C[C@H](C)[C@@H](CN(C)Cc2ccc4c(c2)OCO4)OCCCC[C@@H](C)O3)cc1 | 6.6 | ·
CC(=O)Nc1nccc(-c2cc(-c3cccc(C(F)(F)F)c3)no2)n1 | -0.1 | -1
